# Screening results: PubChem, NCI
# Growth percent in the NCI-60 one-dose screen (48 h, 10 µM unless noted): 100 = growth as untreated, 0 = no growth, -100 = all killed.
# SR: SR leukemia cells; hit rate 8.7% among 73,000; AID 1794780
# MDA-MB-231: MDA-MB-231 breast cancer. hit rate 5% among 81,000. AID 1794789
# MDA-MB-435: MDA-MB-435 melanoma; hit rate 7.8% among 82,000
# K-562: K-562 leukemia; AID 1794777; hit rate 7.4% among 78,000
# MCF7: MCF7 breast cancer | hit rate 6.3% among 82,000 | AID 1794796
# RPMI-8226: RPMI-8226 leukemia cells. AID 1794781. hit rate 7.5% among 77,000
# MDA-MB-468: MDA-MB-468 breast cancer | hit rate 8.5% among 78,000 | AID 2202374
# MOLT-4: MOLT-4 leukemia cells; hit rate 6.9% among 80,000
# An asterisk follows results filed as active; / = not tested or not shown; & = joins results of further samples. The calls were made as follows: active = growth percent below 10; inactive = the rest.
1. CC(C)Cc1cc(-c2cc(CC(C)C)nc(N)n2)nc(N)n1
2. COc1cc(C(=O)N2CCOC23CCN(Cc2ccccc2)CC3)cc(OC)c1OC
3. CCc1c(C)c2cc3[nH]c(=O)oc3c(C)c2oc1=O
4. O=C1Cc2ccccc2C(=O)O1
5. Nc1ccc(-c2ccc(NC(=O)c3ccc(-n4c(=O)[nH]c5ccccc5c4=O)cc3)cc2)cc1
6. Cc1cccc(C(C(=O)O)C(C)C)c1C (stereo not drawn)

compound no.	1	2	3	4	5	6
SR	/	108	58	79	/	97
MDA-MB-231	/	107	80	108	77	96
MDA-MB-435	109	109	93	107	93	101
K-562	101	126	78	106	/	90
MCF7	97	98	66	102	81	95
RPMI-8226	122	104	76	93	103	95
MDA-MB-468	108	107	79	112	84	110
MOLT-4	119	114	74	85	/	95

7. COc1ccc(NC(=O)CSC(N)=O)cc1NC(=O)CSC(N)=O
8. C=CCOC(=O)CC(C)=O
9. NC1=Nc2ccccc2N(O)N1
10. COc1ccc(NC(=O)Nc2cccc(-c3nc(-c4ccc(NC(=O)c5cccnc5)cc4Cl)no3)c2)cc1
11. CCOc1cccc(/C=N\Nc2nc(=O)cc(C(=O)OC)s2)c1O
12. Cc1cccc(N2CCN(CC(O)COc3ccc(Cl)cc3)CC2)c1 (stereo not drawn)

compound no.	7	8	9	10	11	12
SR	119	/	105	93	51	80
MDA-MB-231	88	113	102	101	79	95
MDA-MB-435	118	109	106	100	92	84
K-562	121	108	97	98	51	83
MCF7	112	108	94	101	8.7*	121
RPMI-8226	98	113	107	105	58	78
MDA-MB-468	98	109	102	107	50	107
MOLT-4	123	102	99	101	54	77

13. CN1CCN(CC2C3CCC(C3)C2O)CC1 (stereo not drawn)
14. CC(=O)c1cc(C)ccc1C
15. COc1cc(OC)cc(-n2cc(-c3ccc(Cl)c(Cl)c3)n(C(C)=O)c2=O)c1
16. CCCn1c(O)c(C=N)c(=O)n(CCC)c1=O
17. C/C(=N\O)c1ccccc1
18. O=C(c1ccc([N+](=O)[O-])cc1)c1ccccn1

compound no.	13	14	15	16	17	18
SR	121	/	82	97	105	114
MDA-MB-231	120	114	73	120	102	110
MDA-MB-435	113	106	81	106	106	115
K-562	106	101	84	103	96	120
MCF7	107	103	82	91	102	94
RPMI-8226	94	103	104	96	107	94
MDA-MB-468	104	/	/	/	107	120
MOLT-4	110	88	88	102	103	101

19. O=[N+]([O-])c1ccc(N2CCCCC2)cc1
20. CC(=O)C(CCN(C)C)c1ccccn1 (stereo not drawn)
21. O=C(CSc1nnc(-c2ccc(Cl)cc2)n1-c1ccccc1)Nc1ccc(Br)cc1
22. C=CCOC(=O)Nc1cccn([C@H](Cc2ccccc2)C(=O)NCCC(C)C)c1=O
23. C=C(OC1(C(C)C)CCC2(C)OC2C1)C(C)(C)CCC(C)(O)C(=O)OC1(C)C=CC(O)(C(C)C)CC1 (stereo not drawn)
24. CCCCCCCCCCCCCCCCCN(C)C(=O)OCC

compound no.	19	20	21	22	23	24
SR	101	96	13	65	108	106
MDA-MB-231	99	117	-30*	101	107	104
MDA-MB-435	111	108	27	108	105	106
K-562	98	103	40	110	114	91
MCF7	96	92	39	93	98	107
RPMI-8226	103	98	17	86	113	107
MDA-MB-468	93	105	59	/	104	114
MOLT-4	92	96	61	94	120	94

25. CC(C)(C)c1ccc(C(=O)Nc2sc3cc(N4CCCC4)ccc3c2C(N)=O)cc1
26. O=C(Cc1ccccc1)Nc1cccc(-c2nc3ccccc3c(=O)[nH]2)c1
27. Brc1ccc(Cn2nnnc2-c2ccn(-c3ccccc3)n2)cc1
28. COc1ccc(/C=C\C(=O)NC2CC[C@]3(C)[C@H]4CC[C@@H]5[C@@H]([C@@](C)(O)CCC=C(C)C)CC[C@@]5(C)[C@]4(C)CC[C@H]3C2(C)C)cc1 (stereo partly drawn)
29. CCOC(=O)c1sc(Nc2ccc(Cl)cc2)nc1C
30. CC(C)c1nc2ccccc2n1CC(=O)N/N=C/c1ccccc1Cl

compound no.	25	26	27	28	29	30
SR	98	/	56	58	/	/
MDA-MB-231	96	99	73	84	1.0*	100
MDA-MB-435	100	95	85	93	23	105
K-562	94	98	46	38	/	93
MCF7	41	87	78	84	13	92
RPMI-8226	90	95	59	68	7.4*	90
MDA-MB-468	91	79	71	34	-14*	87
MOLT-4	93	85	52	47	11	87

31. CC1=NN(c2ccccc2)C(=O)/C1=C\N(C)C
32. CCOC(=O)NC(C(=O)OCC)C(OCC)OCC (stereo not drawn)
33. C=C(C)[C@@H]1CC[C@]2(CO)CC[C@]3(C)[C@H](CC[C@@H]4[C@@]5(C)Cc6c([nH]c7ccccc67)C(C)(C)[C@@H]5CC[C@]43C)[C@@H]12
34. Nc1ccc(S(=O)(=O)Nc2nccs2)cc1
35. Cc1ccc(-c2cc(C=C3C(=O)NC(=S)NC3=O)nn2-c2ccccc2)cc1
36. Cc1nc(-c2ccccc2)ncc1C(=O)O

compound no.	31	32	33	34	35	36
SR	/	110	78	101	87	87
MDA-MB-231	98	106	97	99	94	98
MDA-MB-435	125	106	114	105	92	101
K-562	96	105	76	101	86	103
MCF7	90	96	71	106	101	94
RPMI-8226	97	98	85	106	98	102
MDA-MB-468	115	111	117	110	84	100
MOLT-4	102	101	55	102	90	97

37. O=C(CCc1ccccc1)c1ccccc1
38. Cc1c(-c2ccccc2)nc(SCC(=O)Nc2nc(-c3ccc(Cl)cc3)cs2)n1Nc1ccccc1
39. COc1cc(C)cc2oc3oc(=O)c(-c4csc(-c5c[nH]c6ccccc56)n4)cc3c(=O)c12
40. COC1OC2COC(c3ccccc3)OC2C(O)C1N (stereo not drawn)
41. O=C1Nc2ccccc2C1(O)C1(O)C(=O)Nc2ccccc21 (stereo not drawn)
42. O=C(Nc1nc(-c2ccccc2)nc2c1sc(=S)n2-c1ccccc1)C(F)(F)F

compound no.	37	38	39	40	41	42
SR	92	54	97	89	93	90
MDA-MB-231	105	67	109	100	98	90
MDA-MB-435	107	64	110	107	102	100
K-562	117	55	101	100	96	79
MCF7	98	43	91	104	99	87
RPMI-8226	100	79	105	/	103	88
MDA-MB-468	97	83	113	114	103	105
MOLT-4	/	48	106	68	95	77

43. CCN(CC)Cc1nc2ccccc2c(=O)n1/N=C/c1ccc([N+](=O)[O-])cc1
44. CC(=O)OCCC12CCC(CC1Cl)C2(C)C (stereo not drawn)
45. O=C1N(Cc2ccc([N+](=O)[O-])cc2)c2ccccc2S(=O)(=O)N1c1cccnc1Cl
46. Oc1c(Cl)cc(Cl)cc1C1Nc2ccccc2-n2cccc21 (stereo not drawn)
47. Nc1cccc[n+]1CCC(=O)[O-]
48. Cc1ccc(O)c(C(=O)c2ccc(Cl)cc2)c1

compound no.	43	44	45	46	47	48
SR	102	101	95	/	99	/
MDA-MB-231	104	114	78	84	114	104
MDA-MB-435	103	99	122	88	107	99
K-562	102	92	91	61	98	120
MCF7	97	103	97	83	101	101
RPMI-8226	105	103	72	67	102	110
MDA-MB-468	101	115	111	106	117	103
MOLT-4	104	107	82	70	100	70

49. CC1=CC2c3oc(-c4ccccc4)c(C(=O)c4ccccc4)c3CNC2C=C1 (stereo not drawn)
50. O=C(Cn1cc(C2CC2)nn1)Nc1nc(-c2ccc(F)cc2)cs1
51. O=C1OC(=O)c2c(Br)c(Br)c(Br)c(Br)c21
52. COc1cc2oc3cc(C)oc(=O)c3c2cc1OC
53. COc1ccc(C2=C(CN)C(O)NC(=NCC(=O)c3ccc4ccccc4c3)N2)cc1 (stereo not drawn)
54. O=C(O)C1CSCN1 (stereo not drawn)

compound no.	49	50	51	52	53	54
SR	90	96	101	106	99	97
MDA-MB-231	88	99	97	99	103	112&107
MDA-MB-435	107	98	97	98	103	104&95
K-562	96	89	101	128	102	95&93
MCF7	84	89	93	98	96	95
RPMI-8226	105	105	112	87	119	105&106
MDA-MB-468	98	88	91	91	118	95&114
MOLT-4	101	102	101	95	98	106&76

55. N=C(N)c1ccc(-c2ccc(-c3cccs3)s2)nc1
56. [Cu+].[NH-][C@H]1C[N-]C(=O)[C@H]([C@H]2CCN=C(N)N2)[N-]C(=O)/C(=C\NC(N)=O)[N-]C(=O)[C@H](CNC(=O)C[C@@H](N)CCCN)[N-]C(=O)[C@H](CO)[N-]C1=O
57. COc1ccccc1C1OC2=C(Nc3ccc([N+](=O)[O-])cc3N2)C1=O (stereo not drawn)
58. COc1cc(-c2noc([C@H](C)NS(=O)(=O)c3ccc(C)cc3)n2)cc(OC)c1OC
59. COc1ccc(-c2nc(N)nc(C)c2-c2ccc(Cl)cc2)c(O)c1
60. N#Cc1c(N2CCN(Cc3ccccc3)CC2)nc(=S)[nH]c1-c1ccccc1

compound no.	55	56	57	58	59	60
SR	-9.1*	96	109	100	/	93
MDA-MB-231	8.8*	101	97	91	90	99
MDA-MB-435	45	94	115	94	105	121
K-562	-15*	101	117	93	51	100
MCF7	18	101	89	95	101	120
RPMI-8226	-24*	103	82	112	85	103
MDA-MB-468	-51*	96	94	85	96	/
MOLT-4	17	102	130	102	69	107

61. CC#CC(C)(C)N(C)C
62. CCOC(=O)N1CCN(/C=c2\sc3ncnn3c2=O)CC1
63. Nc1nc(N)c2c(n1)CN(Cc1ccc(Cl)cc1)C2
64. CCN1C(=O)N(CC)C2C1NN=c1s/c(=C3\C(=O)Nc4ccccc43)c(=O)n12 (stereo not drawn)
65. NC(=S)N/N=C/c1ccncc1
66. O=S(=O)(NCCNc1nccc(-c2c(-c3cccc(F)c3)nc3sccn23)n1)c1cccc(F)c1

compound no.	61	62	63	64	65	66
SR	108	115	94	18	102	45
MDA-MB-231	106	102	112	25	/	79
MDA-MB-435	97	104	107	-27*	98	42
K-562	119	105	111	2.1*	104	49
MCF7	90	92	101	29	98	31
RPMI-8226	109	91	104	37	103	67
MDA-MB-468	104	93	100	-21*	93	69
MOLT-4	117	91	94	46	105	58

67. NC(=O)c1nc2c([nH]c1=O)CCCC2
68. OCCSc1c(Cl)c(Cl)c(SCCO)c(Cl)c1Cl
69. Nc1nc2nnc(-c3ccccc3)c(-c3ccccc3)n2n1
70. Cc1cc(C)c([N+](=O)[O-])cc1C
71. CC[C@]12C=CCN3CC[C@@]4(c5cc(NC(=O)CN[C@@H](Cc6c[nH]c7ccccc67)C(=O)OC)c(OC)cc5N(C)[C@H]4[C@@](O)(C(=O)OC)[C@@H]1OC(C)=O)[C@@H]32
72. COc1ccc2c(CCCc3ccc(Cl)cc3Cl)c3[n+](cc2c1OC)CCc1cc2c(cc1-3)OCO2

compound no.	67	68	69	70	71	72
SR	100	/	/	/	91	-39*
MDA-MB-231	118	105	89	98	86	-10*
MDA-MB-435	113	100	106	94	100	-71*
K-562	92	97	96	98	93	6.3*
MCF7	99	126	99	89	95	6.0*
RPMI-8226	96	86	51	83	106	-24*
MDA-MB-468	95	99	100	90	89	-49*
MOLT-4	97	92	103	86	90	-9.9*

73. Cn1cc(-c2nc(N)nnc2-c2c[nH]c3ccc(F)cc23)c2cccnc21
74. O=c1[nH]nc(Br)c(=O)n1C(c1ccccc1)c1ccccc1
75. COc1ccc2c(c1)C(Sc1ccc(C)cc1)c1c(nc(N)c(C#N)c1N)O2 (stereo not drawn)
76. NCCCCn1c(Cc2ccc(Cl)c(Cl)c2)nnc1Cc1cc2ccccc2[nH]1
77. C=CCN(C)S(=O)(=O)/N=C1\NC(=O)NC1=C(Cl)Cl

compound no.	73	74	75	76	77
SR	18	93	57	91	-19*
MDA-MB-231	22	88	85	86	-26*
MDA-MB-435	50	104	97	104	34
K-562	30	101	82	82	-3.5*
MCF7	21	92	73	87	12
RPMI-8226	45	84	110	92	5.2*
MDA-MB-468	7.7*	94	110	88	29
MOLT-4	18	90	75	83	-20*

# Of the compounds above, these have an NH in an aromatic ring:
3. CCc1c(C)c2cc3[nH]c(=O)oc3c(C)c2oc1=O
5. Nc1ccc(-c2ccc(NC(=O)c3ccc(-n4c(=O)[nH]c5ccccc5c4=O)cc3)cc2)cc1
26. O=C(Cc1ccccc1)Nc1cccc(-c2nc3ccccc3c(=O)[nH]2)c1
33. C=C(C)[C@@H]1CC[C@]2(CO)CC[C@]3(C)[C@H](CC[C@@H]4[C@@]5(C)Cc6c([nH]c7ccccc67)C(C)(C)[C@@H]5CC[C@]43C)[C@@H]12
39. COc1cc(C)cc2oc3oc(=O)c(-c4csc(-c5c[nH]c6ccccc56)n4)cc3c(=O)c12
60. N#Cc1c(N2CCN(Cc3ccccc3)CC2)nc(=S)[nH]c1-c1ccccc1
67. NC(=O)c1nc2c([nH]c1=O)CCCC2
71. CC[C@]12C=CCN3CC[C@@]4(c5cc(NC(=O)CN[C@@H](Cc6c[nH]c7ccccc67)C(=O)OC)c(OC)cc5N(C)[C@H]4[C@@](O)(C(=O)OC)[C@@H]1OC(C)=O)[C@@H]32

compound no.	3	5	26	33	39	60	67	71
SR	58	/	/	78	97	93	100	91
MDA-MB-231	80	77	99	97	109	99	118	86
MDA-MB-435	93	93	95	114	110	121	113	100
K-562	78	/	98	76	101	100	92	93
MCF7	66	81	87	71	91	120	99	95
RPMI-8226	76	103	95	85	105	103	96	106
MDA-MB-468	79	84	79	117	113	/	95	89
MOLT-4	74	/	85	55	106	107	97	90

73. Cn1cc(-c2nc(N)nnc2-c2c[nH]c3ccc(F)cc23)c2cccnc21
74. O=c1[nH]nc(Br)c(=O)n1C(c1ccccc1)c1ccccc1
76. NCCCCn1c(Cc2ccc(Cl)c(Cl)c2)nnc1Cc1cc2ccccc2[nH]1

compound no.	73	74	76
SR	18	93	91
MDA-MB-231	22	88	86
MDA-MB-435	50	104	104
K-562	30	101	82
MCF7	21	92	87
RPMI-8226	45	84	92
MDA-MB-468	7.7*	94	88
MOLT-4	18	90	83
